# Rac1 wt GTP bind: alters GTP binding to wildtype human Rac1; 190,000 tested, 0.27% active; P63000; GTP binding activity (% of control), % at 10 µM; GST-Rac1 beads, fluorescent GTP binding, flow cytometry; actives lie on both sides; 0 = cold GTP competed, 100 = untreated;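 active means GTP binding activity at least 20 points away from the 100% control level, either lower or higher; inconclusive means compound flagged as likely green fluorescent, judged across all proteins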
# Mcl1-Noxa inh: disrupts binding of human Mcl-1 to Noxa peptide; Q07820; TR-FRET Mcl-1/Noxa peptide binding, 2 h; inhibition, % at 21.7 µM; 220,000 tested, 1.5% active; AID 1022;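 active means compounds that cut the protein-peptide binding signal by more than 50% relative to plate controls in a single-dose test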;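 further: His-tagged Mcl-1 with rhodamine Noxa BH3 peptide and terbium anti-His antibody; 0% = Mcl-1 plus Noxa peptide wells and 100% = peptide-only wells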
# Target sequence (Q07820 whole entry, looked up): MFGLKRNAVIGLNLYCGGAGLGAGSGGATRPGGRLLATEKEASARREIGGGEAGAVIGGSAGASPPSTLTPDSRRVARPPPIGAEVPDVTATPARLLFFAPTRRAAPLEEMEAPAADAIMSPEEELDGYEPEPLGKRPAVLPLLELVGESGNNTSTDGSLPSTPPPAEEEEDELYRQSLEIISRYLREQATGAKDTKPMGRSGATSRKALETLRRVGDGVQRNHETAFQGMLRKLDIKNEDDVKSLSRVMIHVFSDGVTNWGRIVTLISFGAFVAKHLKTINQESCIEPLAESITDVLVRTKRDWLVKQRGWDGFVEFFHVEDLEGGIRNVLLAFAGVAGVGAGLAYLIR
# Avidin fluor: compound fluoresces at 488/530 nm on avidin beads. fluorescence (KMESF) at 10 µM. 220,000 tested, 0.38% active. compound fluorescence 488/530 nm, flow cytometry; hits give high values; in the data active means fluorescence above about 47; further: inactives centre near 10
# Pf gametocyte: kills late stage P. falciparum gametocytes; P. falciparum stage V gametocytes, ATP luminescence, 24 h; inhibition, % at 10.9 µM; 150,000 tested, 0.065% active;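 active means inhibition above the mean plus 3 SD of compounds within the control limits, set per campaign, cut at about 38% in these data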;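 further: 0% = DMSO wells and 100% = medium only without gametocytes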
# Cdc42 wt: human Cdc42 wildtype GTP binding change, either direction; GST-Cdc42 beads, Bodipy-GTP binding, flow cytometry; actives lie on both sides; AID 761; 190,000 tested, 0.2% active; P60953; percent activity (GTP binding), % at 10 µM;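 active means percent activity GTP binding at least 20 points away from the 100% baseline, either down as inhibitor or up as activator; inconclusive means compound flagged as likely green fluorescent from well-wide comparison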;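 further: median bead fluorescence of bound Bodipy-FL-GTP at 100 nM; 0% = excess unlabeled GTP control and 100% = no compound control; below 100% means less GTP binding so inhibitor and above means activator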
# Target sequence (P60953 whole entry, looked up): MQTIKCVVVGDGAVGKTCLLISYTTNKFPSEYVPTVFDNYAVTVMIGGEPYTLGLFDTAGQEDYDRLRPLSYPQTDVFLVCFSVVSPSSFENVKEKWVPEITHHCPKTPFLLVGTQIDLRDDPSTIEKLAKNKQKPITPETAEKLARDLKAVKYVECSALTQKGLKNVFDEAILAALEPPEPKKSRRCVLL
# Rab7 wt GTP bind: dog Rab7 wildtype GTP binding, inhibitors and activators; AID 758; GST-Rab7 beads, fluorescent GTP binding, flow cytometry; actives lie on both sides; untreated = 100%, excess cold GTP = 0%; GTP binding activity (percent of control), % at 10 µM; 190,000 tested, 0.055% active;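 active means fluorescent GTP binding to Rab7 beads changed by at least 20 points from the 100% baseline, either direction, mostly lower; inconclusive means compound itself probably fluorescent, or too few beads counted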;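 further: median green fluorescence of bound Bodipy-FL-GTP per Rab7 bead population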
# Rac1 act GTP bind: modulators of GTP binding to human Rac1 activated mutant; GST-Rac1 activated beads, fluorescent GTP binding, flow cytometry; actives lie on both sides; 100% means binding = to untreated wells; percent activity (GTP binding), % at 10 µM; 190,000 tested, 0.11% active; AID 764;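 active means GTP binding at least 20 percentage points away from the 100% baseline, in either direction, so actives lie on both sides; inconclusive means Compound likely fluorescent itself, or too few beads counted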
# Mcl-1 Bim block: human Bim-Mcl-1 interaction inhibition. Bead-based flow cytometry, Bim peptide-Mcl-1 binding. inhibition, % at 10 µM. 190,000 tested, 0.1% active. AID 1009; in the data active means inhibition above about 40%;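 further: 0% = no compound tracer wells and 100% = peptide blocker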
# Rab2A wt mod: changes GTP binding to wildtype dog Rab2A, up or down; P61105; GST-Rab2 wt beads, Bodipy-GTP binding, flow cytometry; GTP binding activity, % at 10 µM; 190,000 tested, 0.19% active; AID 760;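 active means GTP binding activity at least 20 points away from 100%, either lowered or raised; inconclusive means signal likely due to the compound's own green fluorescence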;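 further: 0% = beads with excess unlabeled GTP and 100% = no-compound control corrected for plate trend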
# HRas wt GTP: modulators of GTP binding to human HRas wildtype. P01112. GST-Ras wt beads, Bodipy-FL-GTP binding, flow cytometry; actives lie on both sides. GTP binding activity, % at 10 µM. 190,000 tested, 0.14% active. AID 759;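 active means GTP binding activity at least 20% away from the 100% baseline, either lowered as inhibitor or raised as activator; inconclusive means flagged as likely green fluorescent, judged across all proteins in the well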;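 further: 0% = unlabeled GTP competition control and 100% = no-compound control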
# Target sequence (P01112 whole entry, looked up): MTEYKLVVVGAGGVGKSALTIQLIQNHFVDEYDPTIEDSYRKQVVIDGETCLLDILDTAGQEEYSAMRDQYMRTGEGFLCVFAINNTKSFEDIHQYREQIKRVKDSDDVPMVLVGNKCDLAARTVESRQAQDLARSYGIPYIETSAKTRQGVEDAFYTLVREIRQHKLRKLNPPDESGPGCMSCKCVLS
# Mcl1-Bid inh: disrupts binding of human Mcl-1 to Bid peptide. TR-FRET Mcl-1/Bid-Dy647 peptide binding, 1536-well. inhibition, % at 21.7 µM. 220,000 tested, 0.97% active. AID 1021;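 active means compounds that cut the binding signal by more than half at the single screening dose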;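 further: His-tagged Mcl-1 with europium anti-His antibody binding Bid BH3 peptide; 0% = Mcl-1 plus peptide wells and 100% = peptide-only wells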
# Starred values were filed as active, the others as inactive; ? = inconclusive; . = no result given; [ ] = another dose, or the depositor's remark.
SMILES,Rac1 wt GTP bind,Mcl1-Noxa inh,Avidin fluor,Pf gametocyte,Cdc42 wt,Rab7 wt GTP bind,Rac1 act GTP bind,Mcl-1 Bim block,Rab2A wt mod,HRas wt GTP,Mcl1-Bid inh
CCOC(=O)N1CCC(NC(=O)c2ccc(CS(=O)(=O)c3ccccc3C)o2)CC1,96,0,4,.,97,90,98,2,96,94,-14
CCOC(=O)c1cnc(-c2ccccc2)nc1N1CCOCC1,105,-6,20,10,97,111,99,0,102,102,-3
O=C(CCc1ccccc1)Nc1cc(C(F)(F)F)ccc1Cl,106,7,13,.,102,102,99,-3,103,101,-8
O=C(CC1SC(=NCc2ccccc2)NC1=O)Nc1ccccc1 (centres undefined),105,-4,7,.,102,106,99,-1,103,102,-5
CN(C)S(=O)(=O)n1ccnc1,107,-1,6,-15,104,99,99,-1,100,103,-21
CC(C)OCCCNc1ncnc2c1[nH]c1ccc(F)cc12,102,24,38,.,103,101,98,0,102,101,-19
Cc1sc2nc(CSc3ncn[nH]3)[nH]c(=O)c2c1C,101,12,9,.,100,109,97,-1,102,98,-13
COc1ccc(C2N(c3ccccn3)C(=O)C3CCCN32)c(OC)c1 (centres undefined),104,8,14,.,98,103,96,-6,99,100,-11
CC(C)Cc1nc(S(=O)(=O)c2ccc(Cl)cc2)c(N2CCOCC2)o1,105,7,13,.,102,98,100,0,101,102,-26
O=C(Nc1ccc(C(=O)O)cc1)/C(=C\c1ccco1)NC(=O)c1ccccc1,?,11,9,-19,?,?,?,0,?,?,-50
CCN(CC)C(=O)c1cc2c(=O)c3cc(F)ccc3oc2nc1C,101,10,6,16,98,99,96,3,97,99,-18
COC(=O)c1sccc1NC(=O)c1ccc(C)s1,102,3,20,28,104,95,99,1,100,101,2
CC(C)(C)c1cc2cccnc2n1Cc1cccc(Cl)c1,99,14,6,7,99,100,97,-3,100,98,5
COc1ccc2c(COC(=O)CC3Sc4ccccc4NC3=O)cc(=O)oc2c1 (centres undefined),95,12,0,.,97,97,93,-2,96,98,-9
COc1cccc(-n2c(Cc3cc(=O)[nH]c(=O)[nH]3)nnc2SCC(=O)NC2CCCCC2)c1,108,-8,7,.,106,100,104,0,107,103,-28
CCOC(=O)CSc1nnc(-c2ccco2)n1-c1ccccc1,99,2,5,3,102,100,98,1,99,101,-18
Cc1ccc(NC(=O)c2ccc(CSc3nnc(-c4ccncc4)n3C)cc2)cc1,100,-7,10,.,100,97,97,0,96,98,-4
CCCCC(=O)Nc1ccnc(-c2cccnc2)n1,96,26,27,.,96,98,94,0,97,95,-3
CSc1ccccc1NC(=O)Nc1cccc(Cl)c1C,104,23,22,11,101,99,103,-3,99,100,-3
O=C(CSc1nnc(-c2ccc(Br)o2)n1Cc1ccccc1)c1ccccc1F,105,15,6,17,102,98,100,2,101,101,-12
Cc1ccc2cc(CCNC(=O)CC(C)(C)C)c(=O)[nH]c2c1C,107,-5,8,.,105,100,100,0,100,101,1
O=C(Cn1c(=O)oc2cc(S(=O)(=O)N3CCCC3)ccc21)NCc1ccccn1,98,26,7,.,99,97,98,-1,100,99,-27
CCOc1ccc(C(CCc2ccccc2)NC(=O)c2ccccc2)cc1OCC (centres undefined),112,-9,9,1,107,103,102,-5,103,106,-1
Cc1nc(C)c(C(=O)Nc2ccccc2-c2ccccc2)o1,106,5,24,-6,103,102,100,-6,100,102,-3
CC1CC(C)CN(c2nc(NCc3ccco3)nc(N)c2[N+](=O)[O-])C1 (centres undefined),105,1,10,-14,100,102,101,-8,98,100,-15
Cn1cc(CC(=O)NCCCN2CCOCC2)c2ccccc21,96,3,19,19,100,91,97,-2,95,95,-38
COc1ccc(OC)c(-c2nnc(-c3ccc(C)o3)o2)c1,103,27,34,17,100,102,98,0,97,99,9
c1cc2c(cc1CN1CCOCC1)OCO2,101,9,16,.,104,105,99,-2,103,105,0
Cn1c(CCNC(=O)c2ccccc2)nc2cc(NC(=O)c3ccco3)ccc21,92,.,12,-29,94,93,94,-2,90,92,-9
Cc1ccc(NC(=O)CSC(N)=O)cc1Cl,104,-44,26,.,100,96,99,2,98,99,-33
CCn1cc(S(=O)(=O)CC(=O)Nc2cc(C)on2)c2ccccc21,111,13,11,.,108,105,101,-1,107,104,-25
Cc1ccc(CSc2nnc(-c3ccccc3N)c(=O)[nH]2)cc1,120*[activator],-9,6,-11,102,97,100,-1,98,98,-37
Oc1[nH]c2ccccc2c1C1=NCCCCC1,95,9,2,-22,94,95,95,0,97,97,-29
COCCn1c(=O)[nH]c2cc(C(=O)NCc3cccnc3)ccc2c1=O,105,15,18,0,105,99,103,-2,101,102,8
C=CC(O)Cc1c(C)n[nH]c1C (centres undefined),111,-2,9,.,103,106,101,0,104,104,-12
O=C(CSc1ccccc1)NCCCN1CCOCC1,102,16,31,.,103,98,101,-3,100,102,-8
CCOC(=O)N1CCN(C(=S)NCCOC)CC1,103,1,20,-33,102,98,98,0,102,106,-74
O=C(NN1C(=O)/C(=C/c2cccs2)SC1=S)c1ccccc1,94,1,9,.,96,97,94,-1,92,94,-8
CC(C)CNC(=O)NC(=O)CSc1nc2ccccc2n1CC(C)C,107,6,7,13,100,98,102,-1,98,99,-25
CN1CCN(Cc2nc3c(c(=O)[nH]c(=O)n3C)n2CCc2ccccc2)CC1,113,14,20,.,106,103,101,-4,107,104,-2
CCCCNC(=O)CSc1nc2cc3c(cc2c(=O)n1Cc1ccco1)OCO3,104,20,22,-3,97,96,99,2,97,96,0
NC(=O)c1ccc(C(F)(F)F)cn1,102,16,15,12,102,93,97,-1,95,97,-35
CC(C)(C)c1ccc(-c2noc(CCC(=O)NCc3ccco3)n2)cc1,94,8,2,-22,93,91,94,2,95,95,-28
CCOCCC(=O)Nc1cc(Cl)ccc1OC,99,7,9,-23,97,101,94,-7,99,98,-9
N#Cc1cc2c(nc1SCc1ccc(Cl)cc1)CCCC2,102,7,22,11,98,101,97,-8,97,100,-3
O=C(NN1C(=O)C2C3C=CC(C4CC34)C2C1=O)c1ccc(Cl)cc1Cl (centres undefined),100,-2,4,.,102,96,101,0,103,100,-37
c1ccc(-c2nnc(C(c3ccccc3)c3ccccc3)o2)cc1,103,-8,3,3,98,102,95,-1,102,105,-6
CC(=O)Nc1ccc(SCC(=O)Nc2ccccc2-c2ccccc2)cc1,105,37,7,8,104,101,99,-3,101,99,-17
CCOc1ccccc1N1CCN(C(=O)COc2ccc3c(C)cc(=O)oc3c2)CC1,101,-3,10,-3,97,103,96,-4,98,97,-26
Cc1csc(NC(=O)C2COc3ccccc3O2)n1 (centres undefined),101,10,16,-11,102,98,98,-6,100,98,-10
CCN1CCc2nc(NC(=O)CC(c3ccccc3)c3ccccc3)sc2C1,97,15,40,.,99,100,96,-6,96,99,1
Cc1ccc(CCNC(=O)Cn2cccc2)cc1,103,8,4,-30,102,100,103,0,102,101,-10
Cc1ccc2nc(NS(C)(=O)=O)sc2c1,88,-3,7,10,88,96,88,-5,92,92,-17
CC(C)COC(=O)C1[C@H]2C(=O)N(Cc3cccs3)C[C@]23C=C[C@H]1O3 (some centres undefined),97,17,9,.,96,94,95,0,95,95,-6
CCOC(=O)N1CCN(C(=O)CSc2ccc(-c3ccc(OC)cc3)nn2)CC1,99,16,6,9,97,97,93,0,95,97,-16
COCCN1C(=O)N[C@@H](CCc2ccccc2)C(C(C)=O)=C1C,99,-14,6,.,98,98,96,-1,99,97,-14
Cc1cc2cc(CNC(=S)NCc3ccccc3)ccc2n1C,93,-4,5,-14,93,95,92,0,95,94,-46
COCCn1c(SCC(=O)N2CCCCC2)nc2cccnc21,102,3,12,0,101,98,98,-2,97,99,-6
CCOc1ccc(OCC)c(NC(=O)CCn2c(=O)oc3ccccc32)c1,100,-9,25,4,101,101,96,-5,99,102,-23
CCNC(=O)Nn1c(C)nnc1C,97,-8,22,.,98,96,93,-1,98,98,-6

# Additional records follow.
SMILES,Rac1 wt GTP bind,Mcl1-Noxa inh,Avidin fluor,Pf gametocyte,Cdc42 wt,Rab7 wt GTP bind,Rac1 act GTP bind,Mcl-1 Bim block,Rab2A wt mod,HRas wt GTP,Mcl1-Bid inh
O=C(CC1=NC2(CCCC2)Cc2ccccc21)N1CCOCC1,97,6,8,.,99,98,96,-3,97,100,14
CCCCNC(=O)Nc1nnc(-c2ccc(Cl)cc2)o1,102,6,8,.,101,100,98,0,100,101,-12
COc1ccc(/C=C(/NC(=O)c2ccccc2)C(=O)N/N=C/c2sccc2C)cc1,103,2,15,-14,101,99,100,-4,98,100,-14
COc1ccc(CCNC(=O)/C=C/C(=O)O)cc1OC,92,19,16,-4,93,95,92,1,96,93,-2
Cc1cccc(-n2c(SCC(=O)Nc3ncc(Cl)cc3Cl)nc3ccccc32)c1,100,4,16,-17,97,101,99,1,99,101,3
C[C@@H](C(=O)N1CCNCC1)n1cc(CCC(=O)O)nn1,96,-2,6,16,98,95,97,5,97,98,1
O=c1c2ccccc2nc(/C=C/c2cccc([N+](=O)[O-])c2)n1CCO,97,7,7,-21,97,100,101,-2,100,98,0
CC1CCN(C2=NC(=O)/C(=C/c3cn(-c4ccccc4)nc3-c3cccc(S(=O)(=O)N(C)C)c3)S2)CC1,107,17,14,.,102,106,101,-1,105,103,1
COc1ccc(-c2nc(=S)[nH][nH]2)cc1,108,22,10,-8,106,107,100,-7,104,104,-21
O=c1cc(CN2CCN(c3ccc(O)cc3)CC2)nc2scc(-c3ccccc3)n12,104,67*,23,10,96,100,96,0,98,101,-35
CCC(c1nnc(SCC(=O)N2CC(=O)Nc3ccccc32)n1Cc1ccccc1)N(C)C (centres undefined),95,-5,11,-7,97,96,94,-2,95,98,-18
S=c1[nH]nc(-c2ccccc2)n1/N=C/c1c[nH]c2ccccc12,99,14,10,.,99,99,98,-8,97,100,-55
O=C(CCN1C(=O)c2ccccc2C1=O)Nc1sc2c(c1C(=O)NCC1CCCO1)CCC2 (centres undefined),104,14,14,7,102,104,102,-2,101,102,-52
Cc1cc(N2CCOCC2)nc2ccc(NC(=O)CCC(=O)N3CCCC(C)C3)cc12 (centres undefined),?,-7,12,25,?,?,?,0,?,?,28
COc1ccccc1OCCSc1nc2ccccc2n1CCO,94,-4,11,21,94,103,93,2,95,95,-19
C=CCNC(=S)N1CCN(CCN=CC2=C(O)CC(c3ccc(Cl)cc3)CC2=O)CC1 (centres undefined),95,15,2,4,97,101,94,-2,99,98,-34

# Screening results as filed in PubChem BioAssay.
